M. tuberculosis: growth inhibition of non-replicating M. tuberculosis (AID 488890); 320,000 tested, 0.39% active; inhibition, % at 25 µM; hits with a dose series show IC50 in µM; Mycobacterium tuberculosis non-replicating, growth inhibition; higher % means a stronger effect; in the data active = a potency from the dose series; inconclusive = inhibition mostly from about 82% at the one dose, without a potency; inactive = the rest, 99 in 100 with inhibition below about 76%;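 note: plate controls were DMSO cells for no effect and high antibiotic wells for full effect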
influenza NS1A: H1N1 influenza NS1A inhibitors, functional cell based assay (AID 504329) | inhibition, % at 12.5 µM; hits with a dose series show IC50 in µM | NS1A functional cell-based assay, percent inhibition; higher % means a stronger effect | 340,000 tested, 0.3% active; in the data active = a potency from the dose series; inconclusive = inhibition above about 27% without an active follow-up result; note: strong numbers were not always called active
VEEV TC-83 Vero: inhibitors of VEEV TC-83 cytopathic effect, confirmation, Vero cells (AID 588727); Vero cells, VEEV TC-83 cytopathic effect inhibition; higher % means a stronger effect; inhibition, % at 20 µM, or IC50 in µM where a hit was titrated; 350,000 tested, 0.13% active; in the data active = a potency from the dose series; inconclusive = inhibition mostly from about 14% at the one dose, without a potency; inactive = the rest, 99 in 100 with inhibition below about 12%; note: strong numbers were not always called active
PhoP GFP inhibition: PhoP regulon inhibitors, Salmonella typhi PhoP promoter GFP reporter, confirmatory (AID 1850). Salmonella Typhi PhoP-promoter GFP reporter, fluorescence, 4 h; higher % means a stronger effect. one-dose inhibition, % at 50 µM; IC50 in µM for titrated hits. 310,000 tested, 0.33% active; in the data active = a potency from the dose series; inconclusive = inhibition mostly from about 25% at the one dose, without a potency; inactive = the rest, 99 in 100 with inhibition below about 19%;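 note: 0% = induced wells with vehicle and 100% = uninduced wells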
M. tuberculosis HTS: M. tuberculosis growth inhibition, HTS (AID 449762) | M. tuberculosis H37Rv growth inhibition, 7H9 media; higher % means a stronger effect | inhibition, % at 25 µM, or IC50 in µM where a hit was titrated | 330,000 tested, 0.59% active; in the data active = a potency from the dose series; inconclusive = inhibition above about 70% without an active follow-up result;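 note: bacterial growth assessed after seven days of incubation; strong numbers were not always called active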
VEEV TC-83 Vero 10K pilot screen: second read-out of VEEV TC-83 Vero, no call of its own (marks repeat the call); inhibition, %; measured here: 10K pilot screen inhibition
* marks the source's active call; other numbers are inactive results; i = inactive; ? = inconclusive; . = no result given.

SMILES	M. tuberculosis	influenza NS1A	VEEV TC-83 Vero	PhoP GFP inhibition	M. tuberculosis HTS	others
CCCC(=O)Nc1cc(-c2nnc(OC)c3ccccc23)ccc1N1CCOCC1	5%	2%	2.7%	14%	3%
CC1=NN(C(=O)COc2ccccc2)C(O)(c2cccnc2)C1 (stereo not given)	.	-1%	0.2%	10%	4%	VEEV TC-83 Vero 10K pilot screen=2.1
O=C(c1cccc(C(F)(F)F)c1)C1CCCN(C(=O)Cn2cncn2)C1 (stereo not given)	7%	13%	i	-1%	5%
Cc1cc(N=Nc2ccccc2C(=O)O)c(C)c(C)c1O	35%	20%	1.7%	21%	-4%
Cc1c(/C=N/NC(=O)C2(O)c3ccccc3-c3ccccc32)cnn1C	-1%	-1%	0.9%	-3%	-5%
O=C(O)c1cn(Cc2ccccc2)nc1-c1cccnc1	1%	4%	0.6%	13%	3%
Cc1ccc(C2NC(=O)c3ccccc3N2)c(C)c1 (stereo not given)	.	-8%	7.2%	.	.
CC(C)(C)OC(=O)N1CCC(C(=O)Nc2cccc(C(=O)N3CCCC3)c2)CC1	.	-8%	i	.	.
COc1ccc(N(CC(=O)N2CCC(C(N)=O)CC2)S(=O)(=O)c2ccccc2)cc1	-4%	-9%	2.4%	-4%	8%
CC(C)(Oc1ccc(CCNC(=O)c2ccc(Cl)cc2)cc1)C(=O)O	13%	0%	0.7%	-4%	14%
Cc1ccc(S(=O)(=O)N2CCOCC2)cc1NC(=O)C1=NN(c2ccccc2)C(=O)CC1	26%	-4%	1.3%	-1%	2%
COc1ccc(-c2nc3ccccc3nc2-c2ccc(OC)cc2)cc1	13%	-17%	1.1%	6%	0%
CCOC(=O)CSCc1nc(-c2ccc(Cl)cc2)oc1C	.	27%	i	.	57%
COc1cccc(NC(=O)CN(C)C(=O)c2ccc(S(=O)(=O)Nc3ccccc3F)cc2)c1	.	0%	8.4%	.	.
Cc1nc2ccccc2c(=O)n1-c1ccc(C(=O)O)cc1	3%	-7%	1.0%	3%	-4%
S=C(Nc1ccccc1)N(CCN1CCOCC1)Cc1cccc(Cl)c1	11%	-3%	7.1%	5%	-2%
Cc1ccc(C(=O)NN2CC(O)=C(c3nc(-c4cccc([N+](=O)[O-])c4)cs3)C2=N)cc1	-2%	-2%	0.7%	4%	0%
C/C(N)=C(/C#N)C(=O)COC(=O)c1cccc(O)c1	3%	3%	1.7%	8%	-2%
O=S(=O)(c1ccc(N2CCN(Cc3ccccc3)CC2)nc1)N1CCCC1	10%	-2%	3.8%	.	3%
CNS(=O)(=O)c1ccc(C(=O)NCC(=O)NCCc2ccc3c(c2)OCCO3)cc1	-18%	-7%	0.6%	.	-9%
COC(=O)C1CCN(C(=O)COC(=O)c2ccc(=O)n(Cc3ccccc3)n2)CC1	-19%	-4%	3.6%	3%	-5%
O=C(COC(=O)c1ccc2c(c1)OCCO2)Nc1ccc(F)cc1F	22%	-4%	1.1%	.	2%
CC1CCN(S(=O)(=O)c2ccc3ncn(CC(=O)N4CCN(C)CC4)c(=O)c3c2)CC1	-3%	-4%	0.2%	11%	1%
CCN(CC)C(=O)c1ccc(S(=O)(=O)NCc2cccnc2)cc1	-3%	-2%	0.7%	-5%	-1%
COC(=O)c1ccc(C(=O)OC)c(NC2=NS(=O)(=O)c3ccccc32)c1	-17%	-1%	3.1%	-2%	-3%

Quoted from the results shown, two compounds:
SMILES	M. tuberculosis	influenza NS1A	VEEV TC-83 Vero	PhoP GFP inhibition	M. tuberculosis HTS	others
CCCC(=O)Nc1cc(-c2nnc(OC)c3ccccc23)ccc1N1CCOCC1	5%	2%	2.7%	14%	3%
CC1=NN(C(=O)COc2ccccc2)C(O)(c2cccnc2)C1 (stereo not given)	.	-1%	0.2%	10%	4%	VEEV TC-83 Vero 10K pilot screen=2.1

(next part)
SMILES	M. tuberculosis	influenza NS1A	VEEV TC-83 Vero	PhoP GFP inhibition	M. tuberculosis HTS	others
COc1ccnc2c1c(=O)n(Cc1cccc(Cl)c1)c(=O)n2C	13%	-7%	6.0%	4%	4%
O=C(C1CCC(Cn2c(=S)[nH]c3ccccc3c2=O)CC1)N1CCN(c2ccccn2)CC1 (stereo not given)	20%	-5%	9.6%	10%	?
COc1ccc(C)cc1NC(=O)Nc1ccc2c(c1)CCC2	30%	-6%	5.8%	22%	7%
Cc1cc(C)c[n+](-c2[nH]c(=O)sc2/C=N/N=C(\N)[S-])c1	-12%	2%	0.3%	-13%	5%
O=C(c1ccc(C(F)(F)F)cc1)N1CCN(c2ccc(N3CCOCC3)nn2)CC1	1%	3%	3.7%	1%	-1%
Nc1nc(-c2cc3ccccc3o2)cs1	9%	3%	6.2%	20%	28%
COC(=O)C1=NN[C@H](C(=O)OC)[C@H]1c1ccccc1	-10%	-1%	2.3%	-3%	-2%
COc1cccc(-c2cc(-c3cccnc3)nc(N)c2C#N)c1	7%	-2%	i	-2%	-1%
CC(C)(C)c1ccc(CCC(CC(=O)O)CC(=O)O)cc1	-19%	9%	0.7%	-1%	-1%
Cc1ccc(/C=C/C2=NN(C)C(=O)CC2)cc1	2%	-5%	i	5%	-7%
Cc1ccc(CNCC2CCCO2)o1 (stereo not given)	-8%	2%	1.0%	2%	-5%
CCOC(=O)c1ccc(NC(=S)N2CCSC2c2ccc(Br)cc2)cc1 (stereo not given)	40%	-1%	6.0%	-6%	52%
COc1ccc(-c2cn3c(C)c(C(=O)NC(C)C)sc3n2)cc1	4%	1%	2.8%	0%	-13%
COc1ccccc1C(=O)NC(=O)CSc1nc2nc(C)cc(C)n2n1	-2%	-8%	2.7%	.	2%
CN(Cc1ccccc1)C(=O)NC1CCCCC1	13%	-8%	i	-8%	-14%
CC(C)(C)OC(=O)NCCCCCc1nnc(SCc2ccccc2)o1	62%	-7%	i	2%	68%
O=C(Cc1ccc(NC(=O)C2CCCN(C(=O)C3CCC3)C2)cc1)Nc1cccc(C(=O)N2CCCCC2)c1 (stereo not given)	.	-4%	i	.	.
NCCOc1ccccc1-c1ccccc1	-6%	0%	i	3%	-3%
OC1CN=C2CCCc3c2n(c2ccc(Cl)cc32)C1 (stereo not given)	45%	5%	0.4%	0%	-3%
COc1ccc(S(=O)(=O)NNC(=O)Nc2ccccc2OC)c(OC)c1	-3%	18%	3.4%	-2%	4%
CCOC(=O)N1CCN(S(=O)(=O)c2ccc(F)c(C(=O)Nc3ccc(C)c(Cl)c3)c2)CC1	7%	0%	3.5%	-1%	22%
C[C@H](O)CC1=C[C@H](O)[C@@H](C)OC1=O	-5%	0%	1.3%	-9%	-7%
COc1ccc(-n2cc(CN[C@H]3CCCCNC3=O)c(-c3cccc(F)c3)n2)cc1	38%	0%	0.4%	-8%	7%
O=C(CCCOc1ccccc1)Nc1ccc(S(=O)(=O)Nc2ccccn2)cc1	28%	8%	0.9%	4%	12%
CCn1cc(/C=N\NC(=O)c2cc(-c3ccccc3OC)nc3ccccc23)c(C)n1	-11%	2%	i	0%	3%

Structures shown so far that have a furan ring, fused or not:
SMILES	M. tuberculosis	influenza NS1A	VEEV TC-83 Vero	PhoP GFP inhibition	M. tuberculosis HTS	others
Nc1nc(-c2cc3ccccc3o2)cs1	9%	3%	6.2%	20%	28%
Cc1ccc(CNCC2CCCO2)o1 (stereo not given)	-8%	2%	1.0%	2%	-5%

The list goes on.
SMILES	M. tuberculosis	influenza NS1A	VEEV TC-83 Vero	PhoP GFP inhibition	M. tuberculosis HTS	others
S=c1[nH]nc(-c2cc(-c3ccccc3)n[nH]2)n1/N=C/C=C/c1ccco1	-8%	.	8.9%	-6%	-11%
COc1ccc(-c2nnc3cccc(Cl)n23)c(OC)c1	1%	-11%	0.8%	14%	6%
Cc1ccc(C(=O)OCN2C(=O)c3ccccc3C2=O)c(O)c1	17%	-8%	0.7%	-6%	2%
Fc1ccccc1NC(=S)NCCc1ccc(Cl)cc1	?	-23%	i	-4%	4%
O=C(CN1C(=O)COc2ccccc21)N(Cc1ccccc1)Cc1ccccn1	-2%	5%	0.6%	-2%	-2%
O=C(c1cccc2ccccc12)C1CCCN(Cc2ccon2)C1 (stereo not given)	11%	-8%	i	2%	-8%
O=C(C1CCC1)N1CCN(S(=O)(=O)c2ccc(F)cc2)CC1	5%	-1%	1.7%	3%	-11%
CCCCCc1nc2ccccc2c(=O)n1-c1ccc(Cl)cc1[N+](=O)[O-]	-11%	0%	i	-6%	-2%
NNC(=O)CN1C(CN2CCOCC2)=Nc2ccc(Br)cc2C1c1ccccc1 (stereo not given)	-5%	8%	0.3%	2%	32%
COC(=O)/C=C1\S/C(=N/NC(=O)c2ccc(OC)cc2)NC1=O	-6%	-3%	1.1%	15%	29%	VEEV TC-83 Vero 10K pilot screen=1.5
C=CCn1c(SCC(=O)NCCc2ccccc2)nnc1C(C)NC(=O)c1cccs1 (stereo not given)	18%	-6%	3.7%	-5%	5%
O=C(Nc1ccccc1F)c1cccc(C(=O)Nc2ccccc2F)c1	4%	-26%	0.4%	-20%	2%
C/C(=N\NC(=O)c1ccn(C)n1)c1ccc(NC(=O)C2CCC2)cc1	-7%	-12%	3.2%	-5%	6%
COc1ccc(C(C#N)c2cnccn2)cc1OC (stereo not given)	10%	7%	i	9%	-8%
CCCNC(=O)N1C2=NC(C(=O)OC)=C(C(=O)OC)[C@@H]3N(Cc4ccccc4)c4ccccc4[C@]23C[C@H]1CO	45%	4%	0.6%	3%	-9%
Cc1ccc(C2OC3=C(C(=O)CC(C)(C)C3)C(N)=C2C#N)o1 (stereo not given)	67%	-1%	1.5%	-12%	2%
COC(=O)c1[nH]c2cc(OC)ccc2c1NC(=O)CCN1CCN(c2cccc(C)c2C)CC1	40%	7%	4.7%	12%	?
COc1ccccc1N1CCN(C2CCN(S(=O)(=O)c3ccc4ccccc4c3)CC2)CC1	46%	1%	i	7%	9%
Cc1ccc(S(=O)(=O)NCc2cn3ccccc3n2)c(C)c1	22%	8%	10%	0%	0%
O=[N+]([O-])c1ccc(-c2nc(NCc3ccccc3)c3ccccc3n2)cc1	5%	-6%	i	-6%	3%
COc1cc2c(cc1OC)CN(Cc1cc(=O)oc3cc(C)c(C)cc13)CC2	25%	1%	i	-11%	9%
COc1ccc([N+](=O)[O-])cc1NS(=O)(=O)c1ccccc1	-1%	-1%	0.1%	15%	2%
Cc1ccc(C)c(S(=O)(=O)N2CCN(C(=O)Cn3c(=O)cnc4ccccc43)CC2)c1	-2%	-15%	4.9%	0%	-1%
O=C1c2ccccc2C(=O)N1c1ncc(Cc2ccc(Cl)cc2)s1	?	1%	4.6%	-8%	-5%
COc1ccc(C2CC(=O)c3cnc(Nc4cc(C)cc(C)c4)nc3C2)cc1 (stereo not given)	23%	-5%	i	-14%	12µM*

Four entries already listed, ordered by SMILES length, highest first.
SMILES	M. tuberculosis	influenza NS1A	VEEV TC-83 Vero	PhoP GFP inhibition	M. tuberculosis HTS	others
S=c1[nH]nc(-c2cc(-c3ccccc3)n[nH]2)n1/N=C/C=C/c1ccco1	-8%	.	8.9%	-6%	-11%
C=CCn1c(SCC(=O)NCCc2ccccc2)nnc1C(C)NC(=O)c1cccs1 (stereo not given)	18%	-6%	3.7%	-5%	5%
O=C(CN1C(=O)COc2ccccc21)N(Cc1ccccc1)Cc1ccccn1	-2%	5%	0.6%	-2%	-2%
Cc1ccc(C2OC3=C(C(=O)CC(C)(C)C3)C(N)=C2C#N)o1 (stereo not given)	67%	-1%	1.5%	-12%	2%

(next part)
SMILES	M. tuberculosis	influenza NS1A	VEEV TC-83 Vero	PhoP GFP inhibition	M. tuberculosis HTS	others
COC(=O)C1=CN(c2cccc(C(F)(F)F)c2)C=C(C(=O)OC)C1c1ccc(O)c(OC)c1	15%	-5%	i	-31%	-3%
COCCNC(=O)C1CCC(CNS(=O)(=O)c2cccc3nsnc23)CC1 (stereo not given)	-1%	1%	3.5%	4%	2%
Cc1ccc(OCC(=O)OCC(=O)Nc2ccc3c(c2)OCO3)cc1C	50%	-11%	0.3%	.	-2%
COc1ccc(CNC(=O)c2cc3c(=O)n4cccc(C)c4nc3n(CC3CCCO3)c2=N)cc1 (stereo not given)	6%	11%	1.3%	-12%	7%
Cc1ccc2cc(CCNC(=O)C3CCCC3)c(=O)[nH]c2c1	.	9%	1.9%	.	-5%
O=C1CCC(C(=O)NC2(C(=O)NC3CCCCC3)CCCCC2)N1 (stereo not given)	-9%	-2%	1.6%	-5%	-8%
CCN(CC)CCN(C)C(=O)CCc1nnc(-c2ccc(C)s2)o1	3%	-2%	i	-3%	-11%
CCN(CC)S(=O)(=O)N1CCC(C(=O)NCc2ccc(C)cc2)CC1	6%	21%	2.0%	-4%	-11%
COc1cc(C(C)=O)ccc1OCCCN1CCC(Cc2ccccc2)CC1	20%	-2%	i	10%	6%
O=S(=O)(NCCN1CCOCC1)c1ccc2ccccc2c1	0%	4%	0.9%	.	-5%

Screening results deposited in PubChem by Southern Research Specialized Biocontainment Screening Center.
